VP16 counter: counter-screen for ROR gamma inhibitors: Gal4-VP16 reporter; Drosophila S2 Gal4-VP16 UAS-luciferase, luminescence, 20 h; Potency, µM (top dose mostly 53.6 µM), for inactives: at the highest dose activity, negative = inhibition, actives largely listed as inhibitors; actives 3.5% (n = 310,000); AID 2546;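 note: Gal4-VP16 expression switched on by copper sulfate through the metallothionein promoter; % is set by controls: 0 for no effect and ±100 for the full control effect; nearly all actives have a fitted effect of over 50% in size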
ELG1 genotoxic: inducers of genotoxicity in HEK293T ELG1-luciferase cells; HEK293T ELG1-luciferase reporter, luminescence, 16 h; Potency, µM (doses to about 46 µM), for the others: top-dose activity change, positive = activation, most hits filed as activators; actives 1.3% (n = 330,000); AID 504466; note: % of control where 0% means no effect; nearly all actives have a fitted effect of over 60% in size
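Quantitative HTS format in 1536-well plates. HEK293T ELG1-luciferase reporter cells receive test compound and are incubated 16 hr at 37 °C, 5% CO2; ONE-Glo added, 30 min room temperature, then luminescence read.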
BRCA1 expr up: BRCA1 expression activation | MCF7-BRCA1-FFLuc reporter, luminescence, 48 h; response scale: scaled: vehicle 0%, 10 µM genistein 100% | Potency, µM (titrated, usually from 46.1 µM), for the others: top-dose activation, hits mostly activators | actives 1.1% (n = 380,000) | AID 624202; note: nearly all actives have a fitted effect of over 80% in size; some results filed as inactive show a strong effect at the top dose
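Activators of BRCA1 expression were detected as increased firefly luciferase luminescence in engineered MCF7 cells after 48 h compound incubation. Signals were scaled to genistein 10 microM as full activation.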
p53 reactivator: restores transcriptional activity of mutant p53; H1299 p53-A138V BP100-luciferase reporter, luminescence, 24 h; Potency, µM (doses to about 92.2 µM), inactives show at the top dose activity change, positive = activation, most hits filed as activators; actives 0.063% (n = 320,000); note: % of control where 0% means no effect; nearly all actives have a fitted effect of over 45% in size
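H1299 (p53-null), stable ts p53-A138V + BP100-Luc; 1000 cells/well, Opti-MEM/10% FBS; cpd 4 pt, 1:5; 24 h, 37 deg C, 5% CO2; detection reagent 10 min RT; luminescence.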
MLL CXXC-DNA inh: MLL CXXC-DNA interaction inhibition. Q03164. MLL-CXXC / FITC-HOXA9 DNA fluorescence polarization. AID 2662. Potency, µM (highest dose often 115 µM), without a hit: at the top dose activity change, negative = inhibition, usual class: inhibitors. actives 0.037% (n = 290,000); active = well fitted inhibition curve with a large enough effect in the polarisation, with a control signal flat, not every such curve was filed as active; inconclusive = small, poorly fitted or top-dose-only effect, or effect the other way, or a change in a side signal; inactive = no such curve, though single readings can be large or run the other way; the % refers to the polarisation
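Fluorescence polarization: 7 uM MLL-CXXC (stock) preincubated 5 min with compounds, then 50 nM fluorescein-HOX-A9 DNA (stock) added; 30 min ambient. Buffer 50 mM Tris-HCl pH 7.5, 50 mM NaCl, 1 mM DTT, 0.05% BSA.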
MBNL1-CUG inh: MBNL1-poly(CUG) RNA binding inhibition | AID 2675 | Q9NR56 | actives 0.036% (n = 280,000) | TR-FRET MBNL1-His/biotin-(CUG)12 binding, 665/545 ratio | Potency, µM (doses to about 57.5 µM), inactives show at the highest dose activity change, negative = inhibition, actives largely listed as inhibitors; active = well fitted inhibition curve with a large enough effect in the signal ratio, with a control signal flat, not every such curve was filed as active; inconclusive = small, poorly fitted or top-dose-only effect, or effect the other way, or a change in a side signal; inactive = no such curve, though single readings can be large or run the other way; the % refers to the signal ratio; note: % is set by controls: 0 for no effect and ±100 for the full control effect
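TR-FRET readout: Ex 340 nm, 665/545 nm emission ratio, normalized to buffer-only (basal) and MBNL1-(CUG)12 controls. Complex of MBNL1-His with Biotin-(CUG)12, compounds 92 nM–58 uM, incubated 60 min at room temperature.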
uPA surface inh: inhibitors of cell surface uPA generation. cell surface uPA generation assay, qHTS. Potency, µM (doses to about 38.3 µM), inactives show at the highest dose activity change, negative = inhibition, hits mostly inhibitors. actives 0.31% (n = 330,000). AID 540303; active = well fitted inhibition curve with a large enough effect; inconclusive = small, poorly fitted or top-dose-only effect; inactive = no such curve, though single readings can be large or run the other way; tested in mouse RAW 264.7 cells; note: % is set by controls: 0 for no effect and ±100 for the full control effect; nearly all actives have a fitted effect of over 55% in size
Rab9 promoter act: Rab9 promoter activation | Potency, µM (top dose mostly 9.22 µM), inactives show at the highest dose activation, negative = inhibition, hits mostly activators | actives 2.8% (n = 320,000) | Huh7 Rab9 promoter-luciferase reporter, luminescence, 24 h; note: % of control where 0% means no effect; nearly all actives have a fitted effect of over 60% in size
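Rab9 promoter-driven luciferase in stably transfected Huh7 cells; 1500 cells/well rested 2 h, exposed to compound in DMSO for 24 h at 37 °C, 5% CO2. Luminescence read 10 min after adding luciferase reagent at ambient temperature.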
NPC1 promoter act: activators of NPC1 promoter | Huh7 NPC1 promoter luciferase reporter, 24 h | Potency, µM (series often up to 9.22 µM), for the others: at the highest dose activation, hits mostly activators | actives 2.4% (n = 320,000) | AID 485313;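 note: % of control where 0% means no effect; nearly all actives have a fitted effect of over 60% in size; reporter is driven by a mutant NPC1 promoter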
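Luminescence read-out of NPC1 promoter-driven luciferase in stably transfected Huh7 cells; compounds delivered in DMSO and left 24 h at 37C, 5% CO2, qHTS titration format.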
FLuc modulator: firefly luciferase modulation, counter-screen for miR-21 project | purified FLuc, Km substrates, luminescence inhibition | actives 6.9% (n = 360,000) | P08659 | Potency, µM (doses to about 57.5 µM), for inactives: at the top dose activity change, negative = inhibition, hits mostly inhibitors;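 note: plate controls were vehicle for no effect and reference inhibitor for full effect; nearly all actives have a fitted effect of over 55% in size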
Target sequence (P08659 whole entry, looked up): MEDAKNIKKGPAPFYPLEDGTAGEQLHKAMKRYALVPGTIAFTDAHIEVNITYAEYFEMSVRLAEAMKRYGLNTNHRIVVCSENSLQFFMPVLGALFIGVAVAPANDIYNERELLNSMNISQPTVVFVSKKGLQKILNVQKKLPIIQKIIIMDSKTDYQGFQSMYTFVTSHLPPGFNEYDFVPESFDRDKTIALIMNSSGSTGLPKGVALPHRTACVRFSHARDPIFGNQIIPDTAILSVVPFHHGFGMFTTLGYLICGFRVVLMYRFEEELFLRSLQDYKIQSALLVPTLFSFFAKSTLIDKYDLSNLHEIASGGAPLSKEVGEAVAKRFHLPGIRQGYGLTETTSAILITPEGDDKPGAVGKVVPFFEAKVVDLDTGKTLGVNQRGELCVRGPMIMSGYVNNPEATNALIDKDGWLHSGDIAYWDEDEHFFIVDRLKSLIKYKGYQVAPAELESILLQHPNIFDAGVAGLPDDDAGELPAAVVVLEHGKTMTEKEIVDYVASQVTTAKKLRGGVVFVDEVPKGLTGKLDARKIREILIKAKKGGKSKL
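Purified P. pyralis luciferase (10nM final) with 10uM D-luciferin and 10uM ATP (Km levels) in 50mM Tris acetate pH 7.5, 10mM Mg acetate, 0.01% Tween-20, 0.05% BSA; qHTS 6-point titration, ~60 µM downward; luminescence read.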
RORg inh: blocks mouse ROR gamma transcriptional activity; Potency, µM (top dose mostly 53.6 µM), for the others: at the top dose activity change, negative = inhibition, most hits filed as inhibitors; AID 2551; P51450; Drosophila S2 Gal4-RORgamma UAS-luciferase reporter, 20 h; actives 5.4% (n = 310,000); note: % is set by controls: 0 for no effect and ±100 for the full control effect; nearly all actives have a fitted effect of over 60% in size
Target sequence (P51450 whole entry, looked up, the tested form may be a part): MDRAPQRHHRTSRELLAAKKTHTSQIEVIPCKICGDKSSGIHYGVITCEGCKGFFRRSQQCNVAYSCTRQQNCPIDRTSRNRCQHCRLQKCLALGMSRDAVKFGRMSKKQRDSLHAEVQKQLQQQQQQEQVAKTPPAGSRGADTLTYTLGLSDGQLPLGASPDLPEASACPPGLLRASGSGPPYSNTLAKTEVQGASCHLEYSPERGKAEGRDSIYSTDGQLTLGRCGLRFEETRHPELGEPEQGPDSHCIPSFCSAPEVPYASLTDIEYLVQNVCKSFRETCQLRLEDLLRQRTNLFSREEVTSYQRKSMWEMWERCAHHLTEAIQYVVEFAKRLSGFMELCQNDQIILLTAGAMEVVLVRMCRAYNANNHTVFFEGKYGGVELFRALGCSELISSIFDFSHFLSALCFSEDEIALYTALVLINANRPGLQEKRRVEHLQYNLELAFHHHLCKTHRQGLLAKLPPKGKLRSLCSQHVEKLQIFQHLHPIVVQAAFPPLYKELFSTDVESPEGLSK
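A Gal4/UAS one-hybrid system in insect cells: metallothionein-promoter Gal4–ROR gamma fusion plus Photinus luciferase reporter. Copper sulfate 700 uM final, 20 hr ambient incubation, luminescent detection after 10 min with reagent.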
The depositor's hits bear a star; ? = inconclusive; / = not tested or not shown; & = joins results of further samples; [ ] = another dose, or the depositor's remark. Unless noted, calls come from the whole dose curve; as a rule, active = well fitted curve in the direction sought with a large enough effect; inconclusive = small, poorly fitted or top-dose-only effect, or another doubt; inactive = no such curve, though single readings can be large; an effect the other way counts as inactive or inconclusive. Potency is the fitted concentration of half-maximal effect. These rows are one share of the data. The share of hits here may be higher or lower than overall.

Order of results: VP16 counter	ELG1 genotoxic	BRCA1 expr up	p53 reactivator	MLL CXXC-DNA inh	MBNL1-CUG inh	uPA surface inh	Rab9 promoter act	NPC1 promoter act	FLuc modulator	RORg inh
- O=[N+]([O-])c1ccc(/C=C/c2ccc3cccc([N+](=O)[O-])c3n2)cc1
→ -27%	4%	-70%	11%	1%	/	0%	10%	0%	-3%	?
- Cc1c(Br)c([N+](=O)[O-])nn1CC(=O)N1CCN(C23CC4CC(CC(C4)C2)C3)CC1
→ -2%	-3%	-33%	1%	-5%	28%	?	-6%	-2%	0%	-10%
- O=[N+]([O-])c1cccnc1Oc1ccc(F)cc1F
→ 2%	-6%	-6%	8%	-18%	?	3%	-9%	-1%	6%	1%
- O=C(CC1C(=O)OCC2CCCCN21)Nc1ccccc1C(F)(F)F (stereo not given)
→ 8%	-8%	-1%	-3%	-4%	-6%	2%	-3%	-6%	-3%	43%
- COc1ccc(Nc2ncccc2C(=O)NCc2ccccc2)cc1
→ 4%	-7%	2%	-2%	-8%	-5%	/	-7%	7%	-12%	?
- COc1ccc(-c2noc(=O)n2Cc2ccccc2F)cc1
→ 3%	1%	-4%	?	0%	0%	-8%	4%	0%	4%	-14%
- COc1ccc(Nc2ncnc3c2cnn3-c2ccccc2)cc1OC
→ 0%	8%	0%	23%	5%	-9%	3%	6%	1%	4%	38%
- O=C(NC1CCCC1)c1cccc2c1C(=O)c1ccc(/C=C/c3ccccc3)cc1S2(=O)=O
→ /	1%	-6%	-4%	/	/	7%	-13%	-3%	7%	/
- CC(=O)NCc1nc2ccccc2n1Cc1ccccc1C
→ 4%	3%	-5%	-3%	0%	0%	-4%	2%	3%	-1%	-11%
- O=C(O)C(Cc1ccc(F)cc1)c1ccccc1 (stereo not given)
→ -7%	0%	-2%	/	20%	-8%	-13%	3%	-8%	11%	-18%
- CC(C)COC(=O)NC1c2ccccc2Oc2ccccc21
→ 0%	-1%	-13%	-5%	2%	-1%	-6%	1%	-3%	1%	3%
- Cn1c(NCCc2ccccc2)cc(=O)n(C)c1=O
→ -13%	-1%	-1%	11%	-20%	9%	-1%	1%	-2%	-2%	10%
- N#Cc1ccc(C23CC4(C2)[C@H](CN(CC2CCCCC2)[C@@H]4c2ccccc2)C3c2ccc(C(F)(F)F)cc2)cc1 (stereo not given in full)
→ 1%&7%	-5%	/	3%	23%	-3%	/	-4%	-1%	0%	0%&2%
- O=C(CN1C(=O)C2CC=CCC2C1=O)Nc1ccc(OC(F)(F)F)cc1 (stereo not given)
→ /	0%	-2%	-4%	/	/	-21%	-1%	-3%	1%	/
- C=CCn1c(CSc2nnc(-c3ccccc3)n2C)n[nH]c1=S
→ 4%	0%	0%	-2%	-5%	/	-1%	1%	8%	-1%	20%
- FC(F)Sc1ccc(-n2c(-c3ccc(Cl)cc3)c[n+]3c2CCC3)cc1
→ -9%	-6%	-27%	-4%	4%	-4%	-10%	-8%	1%	-2%	15%
- CCc1cccc2c(C(=O)COC(=O)c3nccnc3N)c[nH]c12
→ /	?	14%	9%	/	/	1%	?	25%	15µM*	/
- CCOc1ccc(-c2cc(C(=O)NCCCN3CCCC3)c3ccccc3n2)cc1
→ -3%	13%	-5%	1%	11%	?	-12%	1%	2%	12µM*	-14%
- C[C@]12C(=O)N(c3cccc(F)c3)C(=O)N1[C@@H]1c3ccccc3OC[C@@H]1[C@H]2c1ccccc1
→ 4%	-6%	-24%	/	16%	-1%	-10%	-7%	-1%	1%	-38%
- Cc1cccc(NCc2cc(Cl)cc(Cl)c2O)n1
→ -17%	1%	-4%	2%	5%	-4%	-9%	-1%	-2%	0%	?

Part of the list above, reformatted.
Compound,VP16 counter,ELG1 genotoxic,BRCA1 expr up,p53 reactivator,MLL CXXC-DNA inh,MBNL1-CUG inh,uPA surface inh,Rab9 promoter act,NPC1 promoter act,FLuc modulator,RORg inh
N#Cc1ccc(C23CC4(C2)[C@H](CN(CC2CCCCC2)[C@@H]4c2ccccc2)C3c2ccc(C(F)(F)F)cc2)cc1 (stereo not given in full),1%&7%,-5%,/,3%,23%,-3%,/,-4%,-1%,0%,0%&2%
COc1ccc(Nc2ncnc3c2cnn3-c2ccccc2)cc1OC,0%,8%,0%,23%,5%,-9%,3%,6%,1%,4%,38%
O=[N+]([O-])c1ccc(/C=C/c2ccc3cccc([N+](=O)[O-])c3n2)cc1,-27%,4%,-70%,11%,1%,/,0%,10%,0%,-3%,?
C[C@]12C(=O)N(c3cccc(F)c3)C(=O)N1[C@@H]1c3ccccc3OC[C@@H]1[C@H]2c1ccccc1,4%,-6%,-24%,/,16%,-1%,-10%,-7%,-1%,1%,-38%

Carrying on:
Order of results: VP16 counter	ELG1 genotoxic	BRCA1 expr up	p53 reactivator	MLL CXXC-DNA inh	MBNL1-CUG inh	uPA surface inh	Rab9 promoter act	NPC1 promoter act	FLuc modulator	RORg inh
- CC(Sc1ccc(S(=O)(=O)N2CCN(C)CC2)cn1)C(=O)NC1(C#N)CCCCC1 (stereo not given)
→ /	0%	9%	1%	/	/	-11%	-3%	-1%	-1%	/
- CCOc1ccc(/C(O)=C2\C(=O)C(=O)N(c3ccc(OC)cc3)C2c2ccccc2[N+](=O)[O-])cc1 (stereo not given)
→ -12%	-8%	?	9%	54%[activator]	?	-5%	0.4µM*	0.4µM*	8.5µM*	-32%
- COC(=O)COc1ccc2c(=O)c(-c3ccccc3OC)coc2c1
→ -2%	1%	-6%	3%	11%	7%	3%	-2%	-9%	-5%	-2%
- CCCNC(=O)COC(=O)c1n[nH]c2ccccc12
→ -12%	3%	-18%	-3%	0%	4%	1%	1%	0%	2%	1%
- O=C(Cn1cc(C(F)(F)F)ccc1=O)N/N=C/c1ccccc1O
→ 10µM*	12%	-45%	5%	5%	-3%	-5%	-11%	1%	-10%	2µM*
- O=C(O)c1cccc(S(=O)(=O)Nc2cc(Cl)ccc2Cl)c1
→ -2%	-1%	-2%	-1%	-13%	-4%	-17%	-1%	1%	0%	-1%
- O=C(COc1ccc(S(=O)(=O)N2CCCC2)cc1)N1CCCC1
→ -6%	3%	7%	0%	-2%	0%	-3%	-4%	-3%	-2%	-7%
- Cc1ccc(SCC(=O)O/N=C(\N)c2cccnc2)cc1
→ 6%	?	69%	16%	-2%	-1%	-4%	0%	-4%	-17%	37%
- CCCCN(C(=O)c1cc2ccccc2o1)c1c(N)n(CC(C)C)c(=O)[nH]c1=O
→ -9%	-1%	-41%	-8%	8%	-5%	2%	2%	1%	-3%	-3%
- CC(C)c1ccc(-n2nnnc2SCC(=O)NC2CC2)cc1
→ /	3%	-1%	27%	/	/	-10%	0%	-1%	/	/
- CCOC(=O)C1=C(c2ccccc2)N(C)C(=O)NC1c1ccc(OC(F)F)c(OC)c1 (stereo not given)
→ -2%	-3%	-9%	4%	2%	-11%	-7%	0%	-1%	2%	?
- CC(=O)c1ccc(Nc2ncnc3c2oc2ccccc23)cc1
→ 3%	2.1µM*	?	?	-7%	-2%	0%	?	1.4µM*	?	36%
- Cc1cc(C)cc(Oc2ccc(C(F)(F)F)cc2C#N)c1
→ 3%	0%	2%	-1%	10%	4%	12%	2%	-2%	2%	9%
- COc1cc(SC)ccc1C(=O)N1CCN(Cc2ccc3c(c2)OCO3)CC1
→ -2%	-7%	-14%	3%	-3%	-3%	17%	-3%	-7%	0%	22%
- Cc1cc(C(=O)Nc2ccc(F)cc2C)n(-c2ccccc2)n1
→ -15%	10%	3%	1%	-6%	-12%	8%	-2%	-3%	-2%	0%
- Cc1sc2ncnc(SCC(=O)N3CCCC3)c2c1C
→ ?	9%	0%	-19%	6%	-5%	0%	-4%	-2%	-7%	-1%
- COc1ccccc1NC(=O)c1oc2ccc(C)cc2c1C
→ 1%	?	51%	?	-1%	4%	2%	?	?	9.5µM*	31%
- CNS(=O)(=O)c1cc(Nc2ncnc3sccc23)ccc1C
→ 10%	-10%	5%	4%	?	-11%	9%	0%	-2%	?	44%
- CCCn1nc(NC(=O)c2ccncc2)c2cc3ccccc3nc21
→ 6%	-3%	-11%	-11%	-11%	?	1%	-13%	1%	-13%	-12%
- CCOc1ccc(S(=O)(=O)n2nc(C)c(S(=O)(=O)N3CCOCC3)c2C)cc1
→ -2%	1%	-17%	-2%	-2%	-4%	7%	0%	-2%	-1%	1%

Source: PubChem BioAssay (National Center for Advancing Translational Sciences (NCATS))
